# Arr AP2 block = inhibitors of beta-arrestin/AP2 binding, primary screen, biochemical, GPCR trafficking, flow cytometry; beta-arrestin 1 C-terminal peptide binding to AP2 beta2-adaptin appendage (human); FITC-arrestin peptide / GST-AP2 beads; AP2 beta2 appendage carries R879A mutation; inhibition, % at 10 µM; 0.31% of 340,000 active;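 active means inhibition above a set limit, near 3 SD of compounds lacking own fluorescence, cut at about 54% in these data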;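 further: plate controls were DMSO wells for no effect and 5 µM unlabelled arrestin peptide for full effect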
#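 System: GST-tagged AP2 beta2-adaptin appendage (R879A) on 4 µm glutathione beads / Reagent: FITC-arrestin peptide, 50 nM / Detection: HyperCyt-sampled flow cytometry, FL1 channel, ex 488/em 535 nm / Timing: 12 min plus 1 h, RT / Buffer or medium: PBS plus Tween 20 (0.05%) and BSA (0.1%)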
# PKA-R2B act = activators of PKA-R2B holoenzyme, primary screen, biochemical, fluorescence polarization, Cy5-IP20, human; PKA-R2B holoenzyme dissociation; R2B truncated from residue 108, S112A mutant; 0% DMSO only, 100% 113 µM cGMP; activation, % at 11.4 µM; 0.079% of 340,000 active; AID 504700, 2011;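 active means activation above a cutoff set at the mean over all compounds plus 3 SD, cut at about 18% in these data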;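 further: higher means more holoenzyme dissociation and a rise in polarization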
# Target sequence (P31323 whole entry, looked up, other chains not shown, the tested form may be a part): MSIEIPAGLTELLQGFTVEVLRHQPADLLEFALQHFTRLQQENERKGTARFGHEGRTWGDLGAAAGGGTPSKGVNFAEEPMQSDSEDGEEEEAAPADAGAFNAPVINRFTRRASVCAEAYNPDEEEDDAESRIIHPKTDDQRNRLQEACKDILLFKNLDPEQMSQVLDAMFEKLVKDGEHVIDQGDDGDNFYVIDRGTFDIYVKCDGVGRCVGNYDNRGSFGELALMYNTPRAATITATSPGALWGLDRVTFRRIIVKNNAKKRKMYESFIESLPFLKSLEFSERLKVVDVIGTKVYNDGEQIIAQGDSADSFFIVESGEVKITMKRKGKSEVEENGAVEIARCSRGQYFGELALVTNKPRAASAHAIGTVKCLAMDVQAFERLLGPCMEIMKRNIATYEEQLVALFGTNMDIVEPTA
# NSD2 HMT inh = NSD2 histone methyltransferase inhibitors, primary screen, biochemical, AlphaScreen, single concentration, set 2; Histone-lysine N-methyltransferase NSD2 (Homo sapiens), O96028; NSD2 peptide methylation, 120 min; inhibition, % at 12.5 µM; 0.54% of 310,000 active; AID 743445, 2014; in the data active means inhibition above about 50%
# SR-BI HDL uptake = inhibitors of SR-BI mediated HDL lipid uptake, primary screen, ldlA[mSR-BI] cells, fluorescence, single point; Scavenger receptor class B member 1 (Mus musculus), Q61009; 0.96% of 320,000 active; AID 488896, 2010; inhibition, % at 12.5 µM; ldlA[mSR-BI] CHO cells, DiI-HDL uptake fluorescence, 3 h;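 active means mean replicate inhibition of at least 70% and a set share of replicates each scoring 70 or more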;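 further: 0% = median of neutral control wells and 100% = median of positive control wells; values of inactives mirror those of a sister screen read the other way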
# RTF Ca sens inh = cardiac RTF calcium sensitivity inhibitors, primary screen, biochemical, IANBD-TnC fluorescence, EC70 calcium; Troponin I, cardiac muscle (Homo sapiens) + Troponin T, cardiac muscle (Homo sapiens) + …; IANBD-labeled cardiac RTF, Ca2+ fluorescence; inhibition, % at 7.15 µM; 0.12% of 340,000 active; AID 493244, 2011;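 active means inhibition above the mean inhibition of all tested compounds plus 3 SD, cut at about 17% in these data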;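 further: assay run at fixed EC70 calcium of 1.6 mM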
# DAGLB inh = DAGLB lipase inhibitors, primary screen, biochemical, fluorescence, HTS; HEK293T DAGLB membrane lysate, EnzChek fluorogenic substrate; AID 504411, 2011; inhibition, % at 5.17 µM; 0.059% of 340,000 active; Diacylglycerol lipase-beta (Homo sapiens), Q8NCG7; in the data active means inhibition above about 34%;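 further: 0% = enzyme with vehicle and 100% = wells lacking enzyme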
# LANA DNA inh = inhibitors of KSHV C-LANA binding to DNA, primary screen, biochemical, fluorescence polarization, FAM-LBS DNA, MBP-C-LANA, single point | Kaposi's sarcoma herpesvirus LANA C-terminal domain (residues 932-1162) DNA binding | inhibition, % at 9 µM | 0.078% of 340,000 active | AID 504423, 2011;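 active means highest replicate inhibition at or above 60% at 9 µM, even if other replicates fall short; inactive means all replicates below 60% inhibition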;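 further: 0% = neutral control wells and 100% = 4 µM acridine orange control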
# SR-BI DiI-HDL act = activators of SR-BI mediated DiI-HDL uptake, primary screen, ldlA[mSR-BI] CHO cells, DiI fluorescence. 3 h; 100 = double the neutral-control signal. activation, % at 12.5 µM. 0.096% of 320,000 active. AID 504775, 2011;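 active means mean replicate activation of at least 60% and every replicate at or above 60%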;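 further: 0% = median plate neutral-control signal and 100% = twice that signal; values of inactives mirror those of a sister screen read the other way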
#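 Material: SR-BI-overexpressing, LDLR-lacking CHO cells; schedule: compound exposure 3 h, 37 °C; reagent: DiI-labelled HDL at 10 µg/mL final; technique: bottom-read fluorescence, 550/595 nm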
# Keap1 Nrf2 FP = Keap1-Nrf2 protein-protein interaction inhibitors, primary screen, biochemical, fluorescence polarization, single point | inhibition, % at 9.4 µM | 0.15% of 340,000 active | Keap1 Kelch-Nrf2 peptide fluorescence polarization, 1536-well; in the data active means inhibition above about 12%;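 further: human Keap1 Kelch domain with fluorescein labeled Nrf2 9mer peptide probe; 0% = neutral control wells and 100% = peptide positive control; higher means more block of Keap1 binding to Nrf2 peptide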
# Target sequence (Q14145 whole entry, looked up, the tested form may be a part): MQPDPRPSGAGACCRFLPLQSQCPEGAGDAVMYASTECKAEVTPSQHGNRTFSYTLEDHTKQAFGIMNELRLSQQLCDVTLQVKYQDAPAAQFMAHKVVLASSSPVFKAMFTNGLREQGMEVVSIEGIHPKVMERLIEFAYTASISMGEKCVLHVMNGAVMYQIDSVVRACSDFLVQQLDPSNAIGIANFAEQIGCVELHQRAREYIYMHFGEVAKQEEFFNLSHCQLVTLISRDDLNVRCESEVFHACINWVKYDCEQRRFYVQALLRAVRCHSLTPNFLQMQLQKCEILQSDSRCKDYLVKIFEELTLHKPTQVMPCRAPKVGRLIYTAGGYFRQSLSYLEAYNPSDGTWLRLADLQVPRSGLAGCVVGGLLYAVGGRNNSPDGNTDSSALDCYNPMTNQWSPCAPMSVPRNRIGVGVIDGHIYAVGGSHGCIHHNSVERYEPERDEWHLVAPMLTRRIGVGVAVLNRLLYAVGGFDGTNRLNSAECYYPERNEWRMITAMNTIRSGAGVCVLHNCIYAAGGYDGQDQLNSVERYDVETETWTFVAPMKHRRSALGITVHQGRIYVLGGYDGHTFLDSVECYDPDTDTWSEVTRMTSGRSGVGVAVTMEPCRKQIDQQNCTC
# PvdQ inh = P. aeruginosa PvdQ acylase inhibitors, primary screen, biochemical, fluorescence, plate reader and imaging, single point | PvdQ acylase [Pseudomonas aeruginosa LESB58] | purified PvdQ acylase | 0.063% of 340,000 active | AID 488965, 2010 | inhibition, % at 10 µM; in the data active means inhibition above about 30%, passing the limit was not always enough;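 further: 0% = vehicle neutral wells and 100% = reference inhibitor wells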
# An asterisk follows results filed as active; / = not tested or not shown. Compounds as they come. Share with any hit: about 2.1%.
SMILES,Arr AP2 block,PKA-R2B act,NSD2 HMT inh,SR-BI HDL uptake,RTF Ca sens inh,DAGLB inh,LANA DNA inh,SR-BI DiI-HDL act,Keap1 Nrf2 FP,PvdQ inh
Cc1c(C(=O)N2CCC(C)CC2)sc2ncn(CC(=O)N3CCC(C)CC3)c(=O)c12,18,-13,1,-26,-9,-1,-0.7,26,-5,-8
COC(=O)c1cc(NC(=O)c2ccco2)ccc1N1CCOCC1,42,-2,-2,2,8,-2,0.4,-2,-1,3
Cc1cc(SCc2ccccc2F)nc(=O)[nH]1,2,-9,0,-5,-9,1,-0.1,5,1,-13
CCCc1cc(=O)oc2cc(C)cc(OC(C)C(=O)NCC3CCC(C(=O)O)CC3)c12 (configuration not stated),2,-3,/,-19,1,-1,1.5,19,-4,-8
CN1CCN(NC(=O)c2cc(-c3ccccn3)nc3ccccc23)CC1,15,5,-1,2,-2,0,-1.4,-2,-3,-5
Cc1cccc(N2C(=O)SC(N(C)c3ccccc3)C2=O)c1 (configuration not stated),-11,1,-1,-11,-5,-6,-0.7,11,1,-4
COc1ccc(CN2C(=O)CSC2c2ccccn2)cc1 (configuration not stated),4,-6,0,-10,-1,-1,1.3,10,-4,-14
CC1CC2(C)Oc3ccccc3C3OCC1(CO)C(C)C32 (configuration not stated),1,0,3,-48,2,-1,0.0,48,0,-15
COc1cc(NC(=O)CCc2ccccc2)nc(OC)n1,3,-5,-2,5,-2,-7,1.8,-5,4,-10
O=C(NCc1cccnc1)c1ccccc1NC(=O)c1c(F)cccc1F,-13,-5,-2,-5,-8,-2,0.7,5,-6,-13
CCc1nnc(NC(=O)C2CCCN2S(=O)(=O)c2ccc(F)cc2)s1 (configuration not stated),-15,6,2,-18,1,0,4.5,18,3,-15
O=C1N[C@@H](Cc2ccccc2)C(=O)N2[C@@H]1C[C@@]1(Br)c3ccccc3N(S(=O)(=O)c3ccccc3)[C@@H]21,0,-1,/,-18,-16,3,1.3,18,-2,-14
CCN(CC)C(=O)Cn1cc(C(=O)C(=O)Nc2ccc3c(c2)OCCO3)c2ccccc21,-13,-5,1,77*,-2,-1,-0.4,-77,-1,-10
CCC(=O)Nc1ccc(C(=O)Nc2ccc3c(c2)C(=O)N(CC2CCCO2)C3=O)cc1 (configuration not stated),-2,0,0,33,-2,2,-0.6,-33,0,-16
N#Cc1ccccc1NC(=O)COC(=O)/C=C/c1ccc(S(=O)(=O)N2CCOCC2)cc1,10,-7,1,-7,-11,1,-0.7,7,2,-5
COc1ccc(C2NCCc3c2[nH]c2ccccc32)cc1CN1CCc2cc(OC)c(OC)cc2C1C (configuration not stated),4,4,/,/,-13,3,-2.5,/,-3,-20
CC(=O)c1c(C)[nH]c(C(=O)Nc2ccc3c(c2)OCCO3)c1C,-1,-10,5,65,-4,-1,-1.3,-65,2,-14
CC(C)c1ccc(N=C2NN=C(c3cccs3)CS2)cc1,-3,-7,-2,9,-1,-6,-0.4,-9,-3,2
CCN1CCN(c2ccc(S(=O)(=O)N3CCOCC3)cc2NC(=O)CC(NC(C)=O)c2ccccc2)CC1 (configuration not stated),22,5,2,-2,-4,0,0.2,2,0,3
COc1ccc(S(=O)(=O)Cc2ccc(C(=O)NCc3cccnc3)o2)cc1,7,-4,/,-3,-7,1,-3.6,3,-8,-17
O=C(NCCC1=CCCCC1)C1COc2ccccc2O1 (configuration not stated),8,-3,-4,4,-11,-5,1.7,-4,4,-2
Cc1ccc2[nH]c3c(=S)nc[nH]c3c2c1,5,-3,0,-2,0,3,2.8,2,-1,-10
Cc1cccc(CN2C[C@]34CC[C@@H](C[C@@H]3S2(=O)=O)O4)c1,32,-9,/,-18,-4,-4,1.5,18,-2,1
CCOc1cc(C(=O)Nc2ccccc2N2CCOCC2)ccc1OCC(=O)N1CCCCC1,-8,-1,7,46,1,0,-1.0,-46,0,-11
COc1ccc(NC(=O)CSc2nc(O)cc(=O)n2-c2ccccc2OC)cc1,0,11,/,-17,-6,1,2.8,17,1,-10
C=CCOC(=O)C1=C[C@@H](c2cn(C(C)=O)c3ccccc23)C[C@@H](OCCCCO)O1,18,-10,/,8,-2,-2,1.6,-8,-7,-9
CCOC(=O)c1oc2c(O)c(O)ccc2c(=O)c1-c1nncn1-c1ccccc1,-2,-4,34,-22,-2,0,32,22,-3,-11
COc1cc(NC(=S)NCc2ccco2)cc(OC)c1OC,-7,-15,1,8,-9,4,0.8,-8,3,-4
CC(Oc1ccc2c(c1)oc(=O)c1ccccc12)C(=O)NCC1CCC(C(=O)O)CC1 (configuration not stated),15,-3,/,-2,5,-1,0.0,2,2,3
NCCCNC(=O)c1cc2ccccc2[nH]1,-5,-2,15,1,-9,0,1.0,-1,-1,-7

# Ordered by molecular weight (lowest first): 3 of the compounds above
SMILES,Arr AP2 block,PKA-R2B act,NSD2 HMT inh,SR-BI HDL uptake,RTF Ca sens inh,DAGLB inh,LANA DNA inh,SR-BI DiI-HDL act,Keap1 Nrf2 FP,PvdQ inh
O=C(NCCC1=CCCCC1)C1COc2ccccc2O1 (configuration not stated),8,-3,-4,4,-11,-5,1.7,-4,4,-2
COc1ccc(S(=O)(=O)Cc2ccc(C(=O)NCc3cccnc3)o2)cc1,7,-4,/,-3,-7,1,-3.6,3,-8,-17
CC(Oc1ccc2c(c1)oc(=O)c1ccccc12)C(=O)NCC1CCC(C(=O)O)CC1 (configuration not stated),15,-3,/,-2,5,-1,0.0,2,2,3

# Continuation.
SMILES,Arr AP2 block,PKA-R2B act,NSD2 HMT inh,SR-BI HDL uptake,RTF Ca sens inh,DAGLB inh,LANA DNA inh,SR-BI DiI-HDL act,Keap1 Nrf2 FP,PvdQ inh
O=C(Nc1ccccc1F)c1ccc2c(c1)OCO2,-10,-8,-4,-18,-6,-1,-1.5,18,1,-4
CC(C)(C)NC(=O)CCC1COc2ccccc2O1 (configuration not stated),-4,-6,0,26,1,-4,0.8,-26,-1,-6
CCCCn1c(N)c(N(CCOC)C(=O)COC(=O)COc2cccc(C(C)=O)c2)c(=O)[nH]c1=O,-5,-2,0,-9,-2,1,1.0,9,1,-8
O=C(c1cc(COc2c(F)cccc2F)on1)N1CCCCCC1,22,0,-6,-7,2,-6,-1.1,7,2,8
CC(=O)Nc1ccc(SCC(=O)Nc2ccccc2Oc2ccccc2)cc1,6,-7,4,-2,-5,-1,1.4,2,-4,3
Cc1cc(C)c(C#N)c(SCC(=O)NN2CC(=O)N(c3ccccc3F)CC2=O)n1,53,8,3,-38,-1,1,-3.2,38,-3,4
CC(=NCCN1CCNCC1)C1=C(O)CC(C)(C)CC1=O,4,1,-1,-27,-12,-4,0.0,27,0,-12
COc1cc(CNCCc2ccccc2)ccc1OCc1ccc(Cl)nc1,8,5,4,27,1,3,0.8,-27,-1,-8
COc1ccc2[nH]c3c(NCCCN4CCCC4=O)ncnc3c2c1,6,-7,/,-3,-12,-1,-2.8,3,-6,-7
O=C(c1ccccc1)c1ccc(OCCOCCN2CCN(Cc3ccccc3)CC2)cc1,-12,4,15,-8,5,-4,0.6,8,-2,-14
CC1CCN(S(=O)(=O)c2ccc(NC(=O)C3CCN(C(=O)c4ccco4)CC3)cc2)CC1,-1,-1,3,/,-2,2,-0.9,/,-4,-11
NNC(=S)Nc1c(Br)cc(F)cc1Br,5,-5,-2,-16,0,0,-1.2,16,2,-10
COc1ccc(C(=O)c2ccccc2C(=O)c2ccccc2)cc1,-16,1,-2,25,5,-5,0.6,-25,-1,-16
COc1ccc(OC)c(C(=O)NC(CC(N)=O)c2ccc(N3CCN(c4ccc(F)cc4)CC3)c([N+](=O)[O-])c2)c1 (configuration not stated),16,-9,/,-11,-7,3,-1.3,11,-4,4
CCOc1ccc(N(CC)S(=O)(=O)c2c(C)[nH]c(=O)[nH]c2=O)cc1,-14,-4,-1,-22,-13,0,-0.3,22,1,-17
O=C(COC(=O)Cc1ccc(F)cc1)NC1CCCC1,29,7,-2,-26,-10,-2,0.7,26,2,5
CC(C)(C)c1ccc(-c2n[nH]c(=S)n2CCCN2CCOCC2)cc1,3,3,-2,-5,-1,-1,-1.3,5,5,-6
Cc1nn(C(C)C)c(C)c1[C@@H]1C[C@H]2CN(Cc3cccc(Cl)c3)C(=O)[C@]23CCCN13,42,9,0,4,5,0,-2.1,-4,-8,4
CCCCn1ccnc1C(=O)c1cc(S(=O)(=O)N2CCOCC2)ccc1C,-4,-10,/,-13,-5,-3,0.0,13,-3,-9
CCOC(=O)N1CCN(C(=O)c2cccc(-n3c(=S)[nH]c4cc(Cl)ccc4c3=O)c2)CC1,3,-5,-2,-23,-3,-2,0.0,23,-5,-21
COc1ccc(C(=O)COC(=O)C2CCCN2C(=O)C23CC4CC(CC(C4)C2)C3)cc1 (configuration not stated),1,5,-2,-18,-6,1,-0.5,18,-2,-8
CCc1ccccc1Nc1nc(N)nc(COC(=O)CCC(=O)c2ccc(F)cc2)n1,1,6,0,-27,-8,-5,-1.2,27,-4,-15
CCc1ccccc1N(CC(=O)N1CCN(c2ccccc2F)CC1)S(C)(=O)=O,-7,7,-1,18,-3,0,-1.7,-18,-3,-14
Cc1cccc(NC(=O)c2ccc(Cl)c(S(=O)(=O)N3CCc4ccccc43)c2)n1,-3,-7,-1,54,-3,-3,2.5,-54,-3,-15
C=CCN1C=C2C(=O)C(C)(OC(=O)CCC(=O)OC)C(=O)C=C2C=C1C1CC1 (configuration not stated),-3,-3,/,-31,2,1,1.0,31,-6,-11
CC1(C)CC(NC(=O)CCc2nnc(CCCCc3ccccc3)o2)CCO1 (configuration not stated),5,-6,0,-24,-12,-2,-1.5,24,-2,-4
Cc1ccc(NC(=O)CC2SC(=O)NC2=O)cc1 (configuration not stated),-3,2,-3,-6,-6,-1,-0.7,6,-4,-9
CN(C)CC(C)(C)CNC(=O)C1CCN(CCCc2ccccc2)CC1,7,0,4,-2,-2,0,1.5,2,-6,-13
CCOC(=O)C(NC(=O)CC)(Nc1ccc(S(=O)(=O)Nc2cc(C)on2)cc1)C(F)(F)F (configuration not stated),7,2,-1,-32,-6,-1,0.4,32,0,-12
COc1ccccc1C(=O)Nc1c(-c2ccccc2)nc2ccccn12,11,7,-1,/,-5,0,-0.9,/,-5,-15
